NPY2 pot ag: potentiates or activates human NPY-Y2 receptor; cells expressing NPY-Y2, potentiator/agonist read-out; activation, % at 3.6 µM; 220,000 tested, 0.45% active; in the data active = activation above about 27%;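 note: cells stimulated with NPY near EC25 plus isoproterenol at EC100; 0% = vehicle plus submaximal agonist and 100% = vehicle plus saturating agonist; some results beyond the cut were filed as inactive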
Target sequence (P49146 whole entry, looked up): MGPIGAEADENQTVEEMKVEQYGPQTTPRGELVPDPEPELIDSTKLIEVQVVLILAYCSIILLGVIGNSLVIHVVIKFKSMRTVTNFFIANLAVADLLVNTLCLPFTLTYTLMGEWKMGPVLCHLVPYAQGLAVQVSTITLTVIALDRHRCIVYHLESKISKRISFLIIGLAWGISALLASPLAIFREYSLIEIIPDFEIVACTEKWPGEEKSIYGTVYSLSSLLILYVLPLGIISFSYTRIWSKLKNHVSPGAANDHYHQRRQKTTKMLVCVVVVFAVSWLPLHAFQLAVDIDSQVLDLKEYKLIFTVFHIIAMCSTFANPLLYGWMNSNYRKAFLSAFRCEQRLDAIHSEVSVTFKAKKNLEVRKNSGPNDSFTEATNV
NPY-Y1 PAM-ag: potentiates or activates human NPY-Y1 receptor | AID 1304 | NPY-Y1 expressing cells, potentiator/agonist activation | P25929 | 220,000 tested, 0.37% active | activation, % at 3.6 µM; in the data active = activation above about 33%, passing the limit was not always enough;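 note: cells stimulated with NPY at EC10 then isoproterenol at EC100; 0% = low agonist plus stimulus and 100% = saturating agonist plus stimulus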
EP2 modulator: EP2 receptor (human) modulation; induction, % at 25 µM; 260,000 tested, 0.83% active; AID 940; EP2-expressing cells, cAMP HTRF FRET, PGE2 co-stimulation; P43116;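 active = compounds whose cAMP rise, as percent of the full-agonist control response, exceeds 60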;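 note: rat C6 glioma line stably carrying human EP2 under a CMV promoter; the protocol text gives 20 µM as final concentration; 100% = response of wells given 1 µM PGE2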
zfTRPN1 agonist: activates the zebrafish TRPN1 channel; HEK293 zebrafish TRPN1-YFP, Fluo-8 calcium fluorescence; 100% = response to 87 µM carbachol; activation, % at 3 µM; 220,000 tested, 0.18% active; AID 1424;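 active = activation above its plate's cutoff, the mean activation of test wells on that plate plus 3 SD, cut at about 19% in these data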;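 note: 0% = DMSO alone and 100% = 87 µM carbachol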
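Material: zebrafish TRPN1-YFP in HEK293 cells; Doses: single test compound dose, 3 µM nominal, 0.3% DMSO; Timing: dye loading 1 h at 37 °C, then 30 min room temperature; Technique: intracellular calcium fluorescence with Fluo-8; Benchmarks: high carbachol 87 µM, low DMSO alone.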
CHOP inhibitor: CHOP inhibition in unfolded protein response. 220,000 tested, 3.8% active. AID 2732. CHO-K1 CHOP-promoter luciferase, tunicamycin-induced, 15-18 h. inhibition, % at 10 µM;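 active = compounds that reduced the stress-induced luciferase reporter signal by more than about 70% of percent inhibition, limit read from the data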;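 note: 0% = tunicamycin plus vehicle and 100% = wells without tunicamycin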
S1P4 agonist: human S1P4 receptor agonism. activation, % at 4.98 µM. AID 1509. S1P4-expressing cell line, agonist reporter assay. O95977. 220,000 tested, 0.35% active; in the data active = activation above about 11%;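 note: 0% = DMSO vehicle and 100% = reference agonist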
TRPML3 ag: activates the human TRPML3 channel; Q8TDD5; HEK293 TRPML3-YFP, Fluo-8 calcium fluorescence; 100% = the carbachol control signal; activation, % at 3 µM; 220,000 tested, 0.29% active;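 active = activation above its plate's cutoff, the mean activation of the plate's test wells plus 3 SD, cut at about 12% in these data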;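 note: 0% = DMSO only wells and 100% = carbachol wells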
Target sequence (Q8TDD5 whole entry, looked up): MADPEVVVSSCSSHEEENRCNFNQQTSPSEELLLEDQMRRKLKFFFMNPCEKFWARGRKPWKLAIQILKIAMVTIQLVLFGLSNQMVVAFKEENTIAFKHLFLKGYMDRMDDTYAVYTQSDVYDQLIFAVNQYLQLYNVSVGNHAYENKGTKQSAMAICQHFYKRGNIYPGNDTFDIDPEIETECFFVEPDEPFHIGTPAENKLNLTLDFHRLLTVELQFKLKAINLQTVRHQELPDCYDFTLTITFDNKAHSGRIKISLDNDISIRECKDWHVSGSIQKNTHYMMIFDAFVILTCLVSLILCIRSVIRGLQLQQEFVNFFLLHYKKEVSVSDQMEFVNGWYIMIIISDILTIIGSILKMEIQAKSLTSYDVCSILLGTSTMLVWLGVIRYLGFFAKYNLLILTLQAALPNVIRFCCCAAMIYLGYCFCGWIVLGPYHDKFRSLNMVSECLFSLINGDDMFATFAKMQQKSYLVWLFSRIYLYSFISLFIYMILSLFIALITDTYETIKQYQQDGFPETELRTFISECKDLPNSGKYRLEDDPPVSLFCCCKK
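system = HEK293 cells stably carrying human TRPML3-YFP | doses = one concentration, 3 µM nominal, 0.3% DMSO | timing = dye loading 1 h 37 °C then 30 min ambient, 125 s read | detection = Fluo-8 calcium dye fluorescence, ex 470-495, em 515-575 nm | benchmarks = high control carbachol 87 µM, low control DMSO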
NPY-Y1 antag: blocks the human neuropeptide Y Y1 receptor | HEK293-CNG Y1 cells, membrane potential fluorescence; NPY at EC95, then isoproterenol | inhibition, % at 3.6 µM | 200,000 tested, 1% active | AID 1040;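 active = inhibition above the campaign mean inhibition of all tested compounds plus 3 SD, cut at about 20% in these data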;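 note: 0% = DMSO wells given NPY plus isoproterenol and 100% = isoproterenol alone without NPY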
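Assay system: HEK293 cells with Y1 receptor plus CNG channel | Probe or stimulus: NPY (25 nM), isoproterenol (1 µM), Ro 20-1724 (25 µM) | Timing: Compound incubation 1 h at room temperature, readout 45 min post-stimulation | Measured by: Membrane-potential fluorescent dye readout | Benchmarks: High control isoproterenol alone, low control NPY with isoproterenol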
S1P4 antagonist: blocks the human S1P4 receptor; inhibition, % at 4.98 µM; S1P4-expressing cells, antagonist mode, reporter read-out; 220,000 tested, 0.26% active; O95977; AID 1510; in the data active = inhibition above about 29%;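 note: 0% = wells stimulated with agonist and 100% = vehicle wells without agonist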
* marks the source's active call; other numbers are inactive results; . = no result given; & = joins results of further samples.

Values run as follows: NPY2 pot ag	NPY-Y1 PAM-ag	EP2 modulator	zfTRPN1 agonist	CHOP inhibitor	S1P4 agonist	TRPML3 ag	NPY-Y1 antag	S1P4 antagonist
COCCn1c(-c2ccc(Cl)cc2)nc2c(c(=O)c3ccccc3n2C)c1=O
  9	-16	12	-1.9	29	1.4	0.3	1	-14
COc1ccccc1C(=O)N1CCN(c2ccccn2)CC1
  -5	-25	7	0.2	-5	-2.8	1.1	5	-16
CN1CCN(CC(=O)O)CC1
  -7	2	4&12	1.1	31	-1.0	0.2	-1	1
c1nc(NC2CCCCCC2)c2[nH]cnc2n1
  -10	7	-14	2.0	10	0.2	1.1	0	4
O=C(c1cccc(NS(=O)(=O)c2cccc([N+](=O)[O-])c2)c1)N1CCOCC1
  -15	-8	23	-0.2	6	-0.2	0.9	1	3
CCOC(=O)c1c(C)[nH]c(C=O)c1Cc1cccc(Cl)c1
  -12	-12	69*	-2.8	66	0.8	-1.0	1	-39
CC(C)(C)NCC(O)Cn1cc(C=O)c2ccccc21 (stereo not drawn)
  15	34	-10	0.0	18	1.1	1.5	-1	6
OCCNCC1(O)C2CC3CC(C2)CC1C3 (stereo not drawn)
  1	-14	-13	-0.2	-3	-1.0	0.9	6	-3
Nc1nnn(CC(=O)N/N=C/c2ccccc2)n1
  10	7	-14	0.6	10	0.5	-0.4	.	-11
COc1ccc2nc(C)cc(SCC(=O)N3CCCCC3)c2c1
  7	8	-31	0.4	-11	2.0	0.0	2	-16
COc1cc(C2C(C(=O)OC(C)C)=C(C)Nc3[nH]c(=O)[nH]c(=O)c32)ccc1O (stereo not drawn)
  1	6	21	-1.8	12	0.8	1.1	-4	-6
Cc1ccc2c(C(=O)CSc3ccccc3)c(C)[nH]c2c1
  -5	7	3	-1.5	63	0.6	0.8	-2	-6
O=C(c1ccco1)N1CCN(C(=O)C2CCCc3c2[nH]c2ccc(Cl)cc32)CC1 (stereo not drawn)
  -3	18	-3	0.6	46	0.7	1.1	5	7
O=C(OC(C(=O)NC1CCCC1)c1ccccn1)c1cccs1 (stereo not drawn)
  6	27	-22	0.5	26	-1.7	-0.4	0	-1
Cc1ccccc1CSc1nnc(-c2ccccn2)n1C
  6	-1	9	0.8	-15	0.0	-0.1	.	0
CCN(CC)CCNC(=O)c1ccccn1
  -12	16	12	-0.5	12	2.2	0.0	-3	-11
CCC(C(=O)NCc1cccnc1)c1ccccc1 (stereo not drawn)
  -8	15	24	0.1	20	0.4	0.5	8	-21
COC(=O)c1ccccc1NS(=O)(=O)c1ccc(Cl)nc1
  4	3	18	-0.9	15	0.8	0.5	1	-13
COc1ccc(C2CC(=O)C=C(NNS(=O)(=O)c3ccc(C)cc3)C2)cc1 (stereo not drawn)
  0	-12	20	2.3	-11	1.3	1.6	4	1
CCCOC(=O)c1ccc(-c2ccc(C=O)o2)cc1
  -5	-20	18	0.5	1	2.5	0.1	-4	-14
NCCc1nnc(SCc2ccccc2Cl)o1
  -19	6	6	1.3	19	0.2	1.3	.	0
COc1ccc(-c2nc(CN3CCN(c4cc(C)nc(C)c4)CC3)c(C)o2)c2ccccc12
  -9	-23	-56	-1.5	31	-1.6	-0.2	23*	-1
O=C(Nc1ccccc1F)C1CCN(C(=O)Cc2ccccc2)CC1
  -1	-5	-15	-0.3	-10	1.8	0.7	2	-14
COC(=O)[C@@]1(Cc2ccc(OC)cc2)[C@H]2c3cc(C(=O)N4CCCC4)n(Cc4ccc(C)o4)c3C[C@H]2CN1C(=O)c1ccccc1
  3	-6	33	0.3	61	0.6	0.4	32*	15
S=C(Nc1ccc(Cl)cc1)Nc1ccc2cn[nH]c2c1
  2	19	-90	1.2	23	2.6	0.6	0	-9
Cc1ccc(OCC(=O)N/N=C\c2ccc(O)cc2)c([N+](=O)[O-])c1
  7	-7	-46	1.2	6	0.8	0.9	-2	8
COc1cc(C(=O)Nc2ccc(S(=O)(=O)NC(C)C)cc2)cc(OC)c1OC
  -9	-5	2	-0.8	37	-1.3	-0.2	6	-3
COC(=O)c1c(-c2c(Cl)cccc2Cl)noc1NC(=O)NN1CCOCC1
  7	-18	18	0.9	-2	-0.8	0.2	.	8
CCOc1ccc(N2C(=O)Nc3ccccc3C2(O)C(=O)NCc2ccco2)cc1 (stereo not drawn)
  8	-4	-4	0.9	15	0.7	0.9	3	-12
Cc1sc(NC(=O)CN(C)C2CCCCC2)nc1-c1ccc2c(c1)CCN2S(=O)(=O)c1ccccc1
  -14	-12	5	0.1	34	-0.6	0.1	2	4

(list continues)
Values run as follows: NPY2 pot ag	NPY-Y1 PAM-ag	EP2 modulator	zfTRPN1 agonist	CHOP inhibitor	S1P4 agonist	TRPML3 ag	NPY-Y1 antag	S1P4 antagonist
COc1ccc(C(C)=O)cc1CSc1nnc(C)s1
  7	7	22	0.1	4	0.5	-0.1	5	-5
O=C(Nc1ccc(S(=O)(=O)NCC2CCCO2)cc1)c1ccc(Cl)cc1[N+](=O)[O-] (stereo not drawn)
  5	20	11	1.5	12	3.0	0.8	-1	-18
Cc1ccc(C(=O)Cn2c3[n+](c4ccccc42)CC(O)CS3)cc1 (stereo not drawn)
  5	11	-3&-4	-0.1	23	0.4	0.3	2	-10
C1CCN(C2CCN(c3nc4nonc4nc3N3CCSCC3)CC2)C1
  -3	5	13	0.1	-4	1.0	1.4	1	16
Cc1ccsc1/C=N/NC(=O)Nc1ccccc1
  -9	1	-24	1.0	-54	0.0	0.4	0	-1
CCOC(=O)c1c(C)[nH]c(C)c1C(=O)CSc1nnc(-c2cc(OC)c(OC)c(OC)c2)o1
  6	13	-24	1.5	36	-0.4	0.9	-3	-6
CC(c1ccccc1)C1CC(=O)N(c2cc(Cl)ccn2)C1=O (stereo not drawn)
  -16	8	8	1.1	1	-0.2	0.2	.	-4
O=c1n(Cc2ccccc2)c2cc(Cl)cnc2n1Cc1ccccc1
  0	-19	62*	-1.1	16	3.0	-1.6	12	-31
COc1ccc(-n2c(SCC(=O)Nc3nccs3)nc3sc4c(c3c2=O)CCN(C)C4)cc1
  2	35	-7	-0.1	1	0.0	0.4	1	-13
N/C(=N\OC(=O)/C=C/c1ccccc1)c1ccccc1
  -8	105*	-15	-0.6	3	-0.6	0.3	6	1
COc1ccc(/C=N/Nc2ccc([N+](=O)[O-])cc2)cc1Cn1cc([N+](=O)[O-])cn1
  3	5	-10	0.4	61	0.7	0.1	-1	-2
O=C(O)Cc1sc(-c2ccccc2Cl)nc1-c1ccccc1
  -10	-19	18	-0.5	14	1.1	2.1	16	-2
Fc1ccccc1/C=C1\CCCC2=C1NC(=S)NC2c1ccccc1F (stereo not drawn)
  10	3	51	1.4	57	1.0	0.7	5	2
CCc1nnc(NC(=O)COc2ccc(N(C)S(=O)(=O)c3ccc(C)cc3)cc2)s1
  9	8	18	0.8	9	3.5	23*	-4	4
Cc1cccc(NC(=O)Nc2ccc3c(c2)OCO3)n1
  -4	6	22	-0.8	-24	1.0	0.8	6	3
CCOc1cc(CNc2ccc3c(c2)CCC3)ccc1OC
  1	16	20	-0.1	10	1.7	0.4	9	-32
CC1CC(C)CN(C(=O)COC(=O)c2ccc[nH]c2=O)C1 (stereo not drawn)
  -9	-6	19	-0.4	24	-2.8	0.4	-4	-2
CSc1nc(-c2ccco2)nn1S(=O)(=O)c1ccc(C)cc1
  3	-20	33	2.0	27	1.1	-0.1	8	-3
O=C(CSc1nc2cc(Cl)ccc2s1)N1CCN(C(=O)c2ccco2)CC1
  -4	-25	-27	-1.5	19	1.1	-0.5	14	-3
Cc1nn(C)cc1N1C(=O)c2cccc3c(N)ccc(c23)C1=O
  8	10	-4	24*	6	6.5	17*	.	4
OC(COC(c1ccc(Cl)cc1)c1ccc(Cl)cc1)CN1CCc2ccccc2C1 (stereo not drawn)
  -3	-21	44	0.6	90*	-0.2	1.2	11	3
Cc1nnc(SCC(=O)N2CCOCC2)s1
  7	-4	16	0.4	-24	2.7	1.0	-3	-35
Cc1ccc(/C=N/NC(=O)NC23CC4CC(CC(C4)C2)C3)o1
  15	12	.	-0.3	.	1.1	0.1	.	-4
Cn1c(N2CCN(c3ccccn3)CC2)nc2c1c(=O)n(Cc1ccccc1Cl)c(=O)n2C
  -17	-19	.	0.1	.	0.5	0.2	5	-8
O=C(NC12CC3CC(CC(C3)C1)C2)c1ccc(-c2cccc(Cl)c2)o1
  -7	-24	-10	-0.1	15	4.4	-0.6	4	-35
CCOC(=O)C1C(C#N)=C(N)OC(C)=C1c1ccncc1 (stereo not drawn)
  13	2	4	0.9	15	0.3	1.1	5	7
Cc1ccc2cc(CCNC(=O)CC(C)C)c(=O)[nH]c2c1
  -13	-32	7	0.6	19	2.9	0.7	-7	-5
COc1ccc(-c2coc3cc(O)ccc3c2=O)cc1O
  -21	-4	-1	3.9	8	-1.5	0.7	-2	-14

Full records, quoted from the list. Values in the order: NPY2 pot ag	NPY-Y1 PAM-ag	EP2 modulator	zfTRPN1 agonist	CHOP inhibitor	S1P4 agonist	TRPML3 ag	NPY-Y1 antag	S1P4 antagonist
CCOC(=O)C1C(C#N)=C(N)OC(C)=C1c1ccncc1 (stereo not drawn) across the screens: 13	2	4	0.9	15	0.3	1.1	5	7
Cc1ccsc1/C=N/NC(=O)Nc1ccccc1 across the screens: -9	1	-24	1.0	-54	0.0	0.4	0	-1
